Kir21 block = inhibitors of mouse Kir2.1 inward-rectifier potassium channel; Inward rectifier potassium channel 2 (Mus musculus), P35561; HEK293-Kir2.1, FluxOR thallium flux fluorescence; hits give low values; B-score at 10 µM; 0.85% of 310,000 active; AID 1672, 2009;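 active = fluorescence ratio B-score at or below minus 3 SD of library scores, with starting-brightness B-score within 2 SD, cut at about -4.2 in these data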;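 also: channel flux triggered by added potassium and thallium sulfate stimulus; B-score of peak minus minimum fluorescence over baseline after thallium stimulus; more negative B-score means stronger Kir2.1 block with less thallium influx; some compounds called inactive have numbers as strong as hits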
KCNQ2 block = KCNQ2 potassium channel inhibitors, primary screen, cell-based, CHO-K1, FluxOR thallium flux, B-score (AID 2156); Potassium voltage-gated channel subfamily KQT member 2 (Rattus norvegicus), O88943; 20 min; hits give low values; B-score at 10 µM; 1.1% of 310,000 active;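 active = fluorescence ratio B-score at most minus 3 library SDs, with starting brightness B-score within 2 library SDs, cut at about -5.5 in these data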
Target sequence (O88943 whole entry, looked up): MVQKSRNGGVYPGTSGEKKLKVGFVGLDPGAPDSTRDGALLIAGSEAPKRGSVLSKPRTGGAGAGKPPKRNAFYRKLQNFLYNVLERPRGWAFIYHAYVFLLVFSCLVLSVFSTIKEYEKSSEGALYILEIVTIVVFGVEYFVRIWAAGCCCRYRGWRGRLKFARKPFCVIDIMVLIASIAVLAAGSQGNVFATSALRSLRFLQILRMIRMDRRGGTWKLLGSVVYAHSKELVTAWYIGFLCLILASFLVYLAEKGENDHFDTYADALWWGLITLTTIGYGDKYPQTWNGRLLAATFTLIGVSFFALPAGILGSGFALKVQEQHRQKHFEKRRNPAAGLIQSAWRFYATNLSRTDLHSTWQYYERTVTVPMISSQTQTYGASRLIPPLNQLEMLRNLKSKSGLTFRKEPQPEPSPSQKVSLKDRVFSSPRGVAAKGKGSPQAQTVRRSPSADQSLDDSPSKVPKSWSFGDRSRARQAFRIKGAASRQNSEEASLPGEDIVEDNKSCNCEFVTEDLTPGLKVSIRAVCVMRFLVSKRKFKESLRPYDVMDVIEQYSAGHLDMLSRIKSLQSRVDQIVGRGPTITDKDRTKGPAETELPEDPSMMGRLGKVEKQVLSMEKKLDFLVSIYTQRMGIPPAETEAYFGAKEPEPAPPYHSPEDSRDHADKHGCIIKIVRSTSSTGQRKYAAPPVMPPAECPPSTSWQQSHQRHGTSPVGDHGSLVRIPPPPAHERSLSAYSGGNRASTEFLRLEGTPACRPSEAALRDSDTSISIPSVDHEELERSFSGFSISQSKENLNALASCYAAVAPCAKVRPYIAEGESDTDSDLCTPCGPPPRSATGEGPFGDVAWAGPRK
Active calls of the source: *. Random draw from the library; about 1.9% have a hit in one of these screens.

Screening Cc1cc2cc3c(cc2nc1SCC(=O)N1CCN(C(=O)c2ccco2)CC1)OCO3 returned Kir21 block -0.12 and KCNQ2 block inactive.
Screening CCNC(=S)N1CCN(C(=O)C(Cc2ccccc2)NC(C)=O)CC1 (stereo unspecified) returned Kir21 block 2 and KCNQ2 block inactive.
C/C(N)=N\S(=O)(=O)c1ccc(Cl)cc1 was read as Kir21 block -0.67 and KCNQ2 block inactive.
Cc1ccc(-n2c(-c3ccccc3)n[nH]c2=S)cc1 was read as Kir21 block 0.57 and KCNQ2 block inactive.
CCC(C)NC(=O)CSc1nnc(-c2cc(-c3cccs3)nc3ccccc23)o1 (stereo unspecified) was read as Kir21 block -0.46 and KCNQ2 block inactive.
COc1ccc2nc(N3CCCC(C(=O)NCCCN4CCN(C)CC4)C3)sc2c1 (stereo unspecified) was read as Kir21 block -0.6 and KCNQ2 block inactive.
Screening CCn1c(CNC(=O)c2ccco2)nnc1SCC(=O)c1ccccc1 returned Kir21 block 0.57 and KCNQ2 block inactive.
Screening COc1ccc(-c2nnc(SCC(=O)Nc3cc(S(=O)(=O)N4CCCCC4)ccc3Cl)n2N)cc1 returned Kir21 block -2.7 and KCNQ2 block inactive.
For O=C(Nc1ccccc1C(=O)NCc1cccnc1)c1ccco1 the results were Kir21 block -0.17 and KCNQ2 block inactive.
`O=S(=O)(CCc1nc2ccccc2[nH]1)c1ccc(Br)cc1` gave Kir21 block -0.45 and KCNQ2 block inactive.
Screening O=C1CC(Cc2ccc(Br)cc2)C(=O)N1c1ccccc1 (stereo unspecified) returned Kir21 block -0.95 and KCNQ2 block inactive.
`O=C(Nc1ccccc1C(F)(F)F)c1cc(-c2ccccc2O)on1` gave Kir21 block -0.67 and KCNQ2 block inactive.

Already shown: an excerpt of the list.
Screening Cc1cc2cc3c(cc2nc1SCC(=O)N1CCN(C(=O)c2ccco2)CC1)OCO3 returned Kir21 block -0.12 and KCNQ2 block inactive.
Screening CCNC(=S)N1CCN(C(=O)C(Cc2ccccc2)NC(C)=O)CC1 (stereo unspecified) returned Kir21 block 2 and KCNQ2 block inactive.
C/C(N)=N\S(=O)(=O)c1ccc(Cl)cc1 was read as Kir21 block -0.67 and KCNQ2 block inactive.
Cc1ccc(-n2c(-c3ccccc3)n[nH]c2=S)cc1 was read as Kir21 block 0.57 and KCNQ2 block inactive.

Continued.
Screening COc1ccc(C(=O)N(Cc2ccccc2)c2cccc(C)c2)cc1 returned Kir21 block -1.5 and KCNQ2 block inactive.
Screening O=C(CCN1C(=O)c2ccccc2C1=O)NCc1ccco1 returned Kir21 block 0.24 and KCNQ2 block inactive.
Screening CCn1c(N2CCN(S(=O)(=O)c3ccc(F)cc3)CC2)nc2ccccc21 returned Kir21 block -0.03 and KCNQ2 block inactive.
COc1ccc(C(=O)NCc2nnc(SCC(=O)N3CCCC3)o2)cc1OC was read as Kir21 block -0.02 and KCNQ2 block inactive.
Screening O=C(c1ccncc1)N1CCN(S(=O)(=O)c2cc(C(F)(F)F)cc(C(F)(F)F)c2)CC1 returned Kir21 block -0.12 and KCNQ2 block inactive.
`O=C(COc1ccc(Br)cc1)NCCO` gave Kir21 block 0.91 and KCNQ2 block inactive.
Screening O=C(Nc1nccs1)c1ccc(-c2ccccc2[N+](=O)[O-])o1 returned Kir21 block -0.37 and KCNQ2 block inactive.
Cc1ccc(S(=O)(=O)N(C)c2ccc(C(=O)NCc3cccnc3)cc2)cc1 was read as Kir21 block -0.71 and KCNQ2 block inactive.
`Fc1ccc(CNc2nc(-c3cccnc3)nc3ccccc23)cc1` gave Kir21 block 1.9 and KCNQ2 block inactive.
For O=C(O)C1C2CCC(C2)C1C(=O)Nc1ccc(Cl)c(Cl)c1 (stereo unspecified) the results were Kir21 block 0.15 and KCNQ2 block inactive.
For CCOc1cc(C)nc(N2CCC(C(=O)Nc3ccccc3OCC)CC2)n1 the results were Kir21 block -0.24 and KCNQ2 block inactive.
CCn1c(C)csc1=NC(=O)c1ccccc1 was read as Kir21 block 0.02 and KCNQ2 block inactive.
Cc1ccc(S(=O)(=O)N2CC(=O)Nc3ccccc32)cc1 was read as Kir21 block 0.02 and KCNQ2 block inactive.
`NCCCC[C@H]1CNC(=O)C(=O)N1CCC12CC3CC(CC(C3)C1)C2` gave Kir21 block -0.35 and KCNQ2 block inactive.
`Cc1cc(C)cc(NC(=S)NCC2CCN(C(C)c3ccccc3)C2)c1` (stereo unspecified) gave Kir21 block -4.9* and KCNQ2 block inactive.
`CCOc1ccccc1C1C(C#N)=C(N)Oc2cc(N)ccc21` (stereo unspecified) gave Kir21 block -1.4 and KCNQ2 block inactive.
COc1cccc(NC(=O)C(Cc2ccccc2)n2cccc2)c1 (stereo unspecified) was read as Kir21 block -0.03 and KCNQ2 block inactive.
O=C(NCCc1ccccc1)c1cccc(S(=O)(=O)NCc2ccccc2)c1 was read as Kir21 block -3.3 and KCNQ2 block inactive.
Screening S=c1[nH]nc(CCc2ccccc2)n1Cc1ccccc1 returned Kir21 block -0.27 and KCNQ2 block inactive.
Cc1cc(/C=C2\NC(=O)NC2=O)c(C)n1-c1ccc(N2CCOCC2)cc1 was read as Kir21 block -2.2 and KCNQ2 block inactive.
O=C(CN1C(=O)c2cccc3cccc1c23)Nc1ccc(S(=O)(=O)N2CCOCC2)cc1 was read as Kir21 block -1.5 and KCNQ2 block inactive.
`Cc1ccc(C(=O)N/C(=C\c2ccccc2)C(=O)OCc2ccccc2)cc1` gave Kir21 block 0.21 and KCNQ2 block inactive.
For COc1c(O)ccc2cnn(-c3ccccc3C)c(=O)c12 the results were Kir21 block 0.61 and KCNQ2 block inactive.
O=S(=O)(c1ccccc1)N1CCN=C1SCc1ccccc1 was read as Kir21 block -1.1 and KCNQ2 block inactive.

Overlap with the part before: 6 entries, then new ones.
Screening S=c1[nH]nc(CCc2ccccc2)n1Cc1ccccc1 returned Kir21 block -0.27 and KCNQ2 block inactive.
Cc1cc(/C=C2\NC(=O)NC2=O)c(C)n1-c1ccc(N2CCOCC2)cc1 was read as Kir21 block -2.2 and KCNQ2 block inactive.
O=C(CN1C(=O)c2cccc3cccc1c23)Nc1ccc(S(=O)(=O)N2CCOCC2)cc1 was read as Kir21 block -1.5 and KCNQ2 block inactive.
`Cc1ccc(C(=O)N/C(=C\c2ccccc2)C(=O)OCc2ccccc2)cc1` gave Kir21 block 0.21 and KCNQ2 block inactive.
For COc1c(O)ccc2cnn(-c3ccccc3C)c(=O)c12 the results were Kir21 block 0.61 and KCNQ2 block inactive.
O=S(=O)(c1ccccc1)N1CCN=C1SCc1ccccc1 was read as Kir21 block -1.1 and KCNQ2 block inactive.
`Cc1cnc(NS(=O)(=O)c2ccccc2)c(C)n1` gave Kir21 block 0.9 and KCNQ2 block inactive.
COCCNC(=O)/C(C#N)=C/c1cccc(/C=C(\C#N)C(=O)NCCOC)c1 was read as Kir21 block -2 and KCNQ2 block inactive.
For COC(=O)Cc1ccc(OCC(=O)Nc2ccc(OC(F)(F)F)cc2)cc1 the results were Kir21 block -0.62 and KCNQ2 block inactive.
`CCOc1[nH]n(-c2ccc(Cl)cc2)c(=O)c1C=Nc1ccc(O)cc1` gave Kir21 block 1.1 and KCNQ2 block inactive.
For CCOC(=O)c1ccc(-c2ccc(/C=N/NC(=O)CN(c3ccccc3Br)S(C)(=O)=O)o2)cc1 the results were Kir21 block 0.27 and KCNQ2 block inactive.
For Nc1ccc2nc(SCC(=O)N3CCN(c4ccccc4)CC3)sc2c1 the results were Kir21 block 0 and KCNQ2 block inactive.
Screening Cc1ccc(OCC(=O)O/N=C(\N)Cc2ccc(Cl)cc2)cc1 returned Kir21 block 1.1 and KCNQ2 block inactive.
Screening CN1C(=O)C(C(=O)NC(C)(C)C)C2c3ccccc3OC13CCCCC23 (stereo unspecified) returned Kir21 block -1.6 and KCNQ2 block inactive.
For CCC1=C(OC(=O)N(CC)CC)N2C(=O)OC(=NCC3CC3)[C@]2(Cc2ccccc2)[C@H]2C1=CC[C@H]1C(=O)N(C)C(=O)[C@H]12 the results were Kir21 block -0.07 and KCNQ2 block inactive.
COc1cccc(C(=O)N2CCC(n3nccc3NC(=O)CCOc3ccccc3)CC2)c1 was read as Kir21 block -0.15 and KCNQ2 block inactive.
Screening COc1cccc(C(=O)Nc2ccc(C(=O)O)cc2)c1 returned Kir21 block -1.4 and KCNQ2 block inactive.
CC(C)(CN1CCN(c2ccccc2)CC1)NS(=O)(=O)c1ccccc1 was read as Kir21 block -1.3 and KCNQ2 block inactive.
Screening O=C(O)C(Oc1ccc2c(-c3ccccc3)cc(=O)oc2c1)c1ccccc1 (stereo unspecified) returned Kir21 block 1.9 and KCNQ2 block inactive.
O=C(CCc1ccccc1)NCc1cccnc1 was read as Kir21 block 1 and KCNQ2 block inactive.
For O=C(O)CC1C(=O)NCCN1C/C=C/c1ccccc1 (stereo unspecified) the results were Kir21 block -1.7 and KCNQ2 block inactive.
Screening COC(=O)c1c(C)[nH]c(C=O)c1-c1ccccc1 returned Kir21 block -1.2 and KCNQ2 block inactive.
`CCC(=O)Nc1cccc(C(=O)/C=C/c2ccccc2)c1` gave Kir21 block 0.66 and KCNQ2 block inactive.
Screening O=S(=O)(Nc1ccccc1O)c1ccc(-c2ccccc2)cc1 returned Kir21 block -2.2 and KCNQ2 block inactive.
For O=C1NC2(CCCCCC2)Oc2ccccc21 the results were Kir21 block 1.8 and KCNQ2 block inactive.
Cc1cccc(CN2CCCC(C(=O)c3ccc4c5c(cccc35)CC4)C2)n1 (stereo unspecified) was read as Kir21 block -4.2* and KCNQ2 block inactive.
CCCc1noc(-c2ccc(-c3ccccc3)cc2)n1 was read as Kir21 block 2.4 and KCNQ2 block inactive.
For O=C(O)Cc1ccc(NS(=O)(=O)c2c(Cl)cccc2Cl)cc1 the results were Kir21 block 1.8 and KCNQ2 block inactive.
For CC(=O)c1sc(NC(=O)c2ccc(C)c(C)c2)nc1C the results were Kir21 block 3.6 and KCNQ2 block inactive.
`COC(=O)Oc1ccc(/C=N/NC(=O)CN(c2ccccc2Br)S(C)(=O)=O)cc1OC` gave Kir21 block -1.5 and KCNQ2 block inactive.
Screening O=C(CC1SC(=O)NC1=O)Nc1ccc(Cl)cc1 (stereo unspecified) returned Kir21 block 2.4 and KCNQ2 block inactive.
`CCc1cc(-c2n[nH]c(=S)n2CC(C)C)cs1` gave Kir21 block -0.6 and KCNQ2 block inactive.
Screening Cc1occc1C(=O)n1cnc2ccccc21 returned Kir21 block 1.2 and KCNQ2 block inactive.
Screening O=C(Nc1ccc(Cn2cccn2)cc1)c1ccc(COc2ccc(Br)cc2)cc1 returned Kir21 block -0.21 and KCNQ2 block inactive.
CC(C)(C)OC(=O)N1Cc2ccccc2C[C@H]1C(=O)NCC(=O)NC1CCCC1 was read as Kir21 block 1.8 and KCNQ2 block inactive.
CC(C)N1CCc2c(sc(NC(=O)c3nc4ccccc4s3)c2C(N)=O)C1 was read as Kir21 block -1.1 and KCNQ2 block inactive.
CN(CCCN1CCOCC1)C(=O)c1cc(COc2c(F)cccc2F)on1 was read as Kir21 block -0.97 and KCNQ2 block inactive.
For CC(C)(C)OC(=O)NCCCCCNC(=O)c1[nH]cnc1C(=O)N[C@@H](CCCCNC(=O)OC(C)(C)C)C(=O)OC(C)(C)C the results were Kir21 block 2 and KCNQ2 block inactive.
`Cc1ccccc1OCC(=O)Nc1nnc(COc2ccccc2)s1` gave Kir21 block -0.11 and KCNQ2 block inactive.
Screening COc1ccc2oc(C(=O)N3CCN(C(=O)c4ccco4)CC3)c(C)c2c1 returned Kir21 block 2 and KCNQ2 block inactive.
For O=C(Nc1cccc(Cl)c1Cl)C1CCN(C(=O)c2cccs2)CC1 the results were Kir21 block -0.81 and KCNQ2 block inactive.
COc1ccccc1NNC(=O)c1cccnc1Oc1ccccc1 was read as Kir21 block 0.59 and KCNQ2 block inactive.
Screening O=C(c1ccc(S(=O)(=O)Nc2ccccc2)cc1)N1CCCCCCC1 returned Kir21 block 1.9 and KCNQ2 block inactive.
Screening COc1ccc(/C=C/C(=O)N2CCN(c3ccccc3)CC2)cc1S(=O)(=O)N1CCOCC1 returned Kir21 block 1.3 and KCNQ2 block inactive.
For Nc1n[nH]c2c1C1(CCCC1)Cc1ccccc1-2 the results were Kir21 block -0.27 and KCNQ2 block inactive.
Screening CSc1nnc(-c2cccc(C)c2)n1N returned Kir21 block 2.3 and KCNQ2 block inactive.
Cc1cc(-c2csc(N)n2)c(C)n1-c1ccccc1 was read as Kir21 block 0 and KCNQ2 block inactive.
For Cn1ccnc1C(O)(c1ccccc1)c1nccn1C the results were Kir21 block -0.02 and KCNQ2 block inactive.
Screening c1cncc(-c2nnc(-c3ccco3)o2)c1 returned Kir21 block 0.33 and KCNQ2 block inactive.
`CC(NC(=O)CN1C(=O)c2ccccc2C1=O)c1ccccc1` (stereo unspecified) gave Kir21 block -0.15 and KCNQ2 block inactive.
For CCn1c(SCC(=O)OC)nnc1-c1ccccc1 the results were Kir21 block 0.3 and KCNQ2 block inactive.
CCOC(=O)C1CCC(CNCc2ccccc2C)CC1 (stereo unspecified) was read as Kir21 block 1.1 and KCNQ2 block inactive.
`NC(=O)c1ccc(NC(=O)CCN=C2NS(=O)(=O)c3ccccc32)cc1` gave Kir21 block 0.38 and KCNQ2 block inactive.
`O=C(NCCCN1CCOCC1)C(=O)NCc1ccco1` gave Kir21 block -0.33 and KCNQ2 block inactive.
Screening Cc1nn(CC(=O)N2CCN(Cc3ccccc3)CC2)c(=O)c2ccccc12 returned Kir21 block -0.69 and KCNQ2 block inactive.
Cc1c(Cl)cccc1NC(=O)NCc1ccccn1 was read as Kir21 block 1.8 and KCNQ2 block inactive.
For O=C(NCc1nc2ccccc2[nH]1)C1=C[C@H](c2ccc(C(F)(F)F)cc2)C[C@H](OCCCCO)O1 the results were Kir21 block 2.3 and KCNQ2 block inactive.
